PGC1a acetyl inh = lowers PGC1a acetylation signal in U2OS cells. AlphaScreen anti-acetyl-lysine; with virally co-expressed GCN5 acetyltransferase. inhibition, % at 15.6 µM. 0.17% of 350,000 active;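 active means every replicate shows inhibition of at least 40%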;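 further: 0% = neutral control wells and 100% = positive control wells; some results beyond the cut were filed as inactive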
miR122 inh = miR-122 inhibition in Huh7 cells | 0.3% of 340,000 active | AID 602342 | activation (reporter increase), % at 12.5 µM | Huh7 miR-122 Renilla luciferase sensor, 48 h; neutral wells = 0, positive control = 100;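 active means mean replicate activation score at least 90 and every replicate individually at or above 90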;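 further: higher luciferase means less miR-122 activity so hits act as miR-122 inhibitors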
Cneo AK release = causes C. neoformans cell lysis; adenylate kinase release luminescence, 4 h; normalised: neutral wells 0, clomiphene wells 100; lysis activity, % at 15 µM; 0.2% of 360,000 active; AID 651654;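 active means mean lysis activity across replicates of at least 80%, whatever share of replicates individually reach that level; inactive means mean lysis activity below 80%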
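Material: C. neoformans cells | Amount: Yeast cell density of 5 × 10^6 cells/mL | Medium: Fresh YPD growth medium | Dosing: Single dose | Times: Static 4 h at 37 °C with compound, 1 h detection | Detection: AK luminescence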
FN deposit inh = fibronectin deposition inhibition; AH1F fibroblasts, Alexa488-fibronectin deposition fluorescence, overnight; inhibition, % at 12.6 µM; 0.086% of 350,000 active;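 active means mean inhibition across replicates of 30% or more, regardless of how many single replicates reach that level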;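 further: positive control wells lacked labelled fibronectin entirely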
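Test system: AH1F fibroblast monolayer depositing Alexa488-labelled fibronectin into matrix. Input: 10000 cells per well. Technique: fluorescence, ex 485 nm, em 525 nm. Buffer or medium: DMEM plus 2% serum, read in PBS. Timing: 1 h cell adhesion before compound, then overnight fibronectin incubation. Compound: single dose, pinned. Read-out basis: inhibition from reduced deposited-fibronectin fluorescence.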
PglD DTNB = inhibitors of Campylobacter jejuni PglD acetyltransferase | purified PglD enzyme, DTNB colorimetric CoA detection | inhibition, % at 12.5 µM | 0.098% of 360,000 active | AID 602405; in the data active means inhibition above about 16%, passing the limit was not always enough; further: strong numbers were not always called active
INS-1E GSIS act = primary screen for activators of insulin secretion dependent on glucose, INS-1E cells, GLuc reporter luminescence | 0.61% of 370,000 active | INS-1E GLuc reporter insulin secretion, 2-3 h | activation, % at 16.6 µM | AID 743287;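 active means lowest replicate activation of at least 40%, so every replicate reaches that level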;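 further: 0% = median of neutral control wells and 100% = median of IBMX positive control wells; some compounds called inactive have numbers as strong as hits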
CFTR F508del cor = correctors of CFTR F508del function in bronchial epithelial cells; CFBE cells, YFP halide quenching; stimulated with forskolin plus potentiator P3; % fluorescence drop versus neutral controls; activity (quench increase), % at 7.58 µM; 0.36% of 350,000 active;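 active means mean added fluorescence quench of at least 8% versus neutral control, with both replicates also reaching 8%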;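 further: cells transiently co-express mutant CFTR-F508del with the halide-sensitive YFP; corrector assay measuring rescue of mutant channel to the surface after 24 h compound exposure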
C2C12 statin = suppression of simvastatin myotoxicity | AID 602340 | C2C12 myotubes + simvastatin, ATP luminescence, 48 h; scaled: DMSO 0, geranylgeraniol control 100 | 0.78% of 330,000 active | rescue of ATP level, % at 7.49 µM;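 active means mean ATP rescue above about 67%, or every replicate alone reaching that limit, limit read from the data, passing the limit was not always enough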;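 further: myotubes were challenged with 10 µM simvastatin during compound exposure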
* hit, by the source's call; · = no result given; & = joins results of further samples; [ ] = another dose, or the depositor's remark.

SMILES	PGC1a acetyl inh	miR122 inh	Cneo AK release	FN deposit inh	PglD DTNB	INS-1E GSIS act	CFTR F508del cor	C2C12 statin
C[C@@H]1CN([C@H](C)CO)C(=O)c2cc(/C=C/c3ccccc3)cnc2O[C@H]1CN(C)S(=O)(=O)c1cn(C)cn1	-8	-6[16.7 µM]	-11	-4	0	8	·	22
CO[C@@H]1CN(C)C(=O)c2cc(NS(=O)(=O)c3ccccc3)ccc2OC[C@H](C)N(Cc2ccccn2)C[C@H]1C	-3	-18[16.7 µM]	-2	0	0	7	0.6	16
C[C@@H]1CN([C@@H](C)CO)C(=O)c2cc(NC(=O)Cc3ccccc3)ccc2O[C@@H](C)CCCCO[C@@H]1CN(C)Cc1ccccc1	-9	1[16.7 µM]	1	-12	0	-31	0.5	·
O=C(CCCOc1ccccc1)NC(=S)Nc1ccccc1	·	17	6	0	-1	-16	-0.1	-20
C[C@@H]1CN([C@H](C)CO)C(=O)Cc2cc(NC(=O)NC3CCCCC3)ccc2O[C@H]1CN(C)C(=O)Nc1ccc(F)cc1	5	6[16.7 µM]	0	-1	0	7	2.2	7
CC(C)(C)OC(=O)NCCCCCc1nnc(SCC(N)=O)o1	12	-1	5	-6	3	·	·	3
Cc1ccc(NC(=O)COC(=O)CCn2c(C)csc2=O)cc1S(=O)(=O)N1CCOCC1	4	1	-2	·	-1	-8	-1.9	9
NC1=NC[C@H](Cc2ccccc2)N1CCc1cccc(F)c1	·	5	-9	5	-3	·	-1.4	-21
CC1C=CCC2C(=O)N(c3cccc(C(=O)Nc4ccc(F)cc4)c3)C(=O)C12 (stereo unspecified)	3	-2	-1	·	6	7	-0.6	4
COc1cccc2cc(-c3cn4cccc(C)c4n3)c(=O)oc12	9	-3	-3	-2	7	·	·	-6
O=C(NCc1ccncc1)[C@@H]1N[C@@H]2c3ccc(/C=C/c4ccccc4)c(=O)n3C[C@@H]2[C@H]1CO	·	3[16.7 µM]	2	·	2	-13	-0.6	1
O=C(NCCCO)C(=O)NCCc1ccc(Cl)cc1	6	-8	11	7	2	1	·	11
CC(C)(C)NC(=O)CN1CCCN(C(=O)c2cccc(S(=O)(=O)N3CCc4ccccc43)c2)CC1	10	5	0	-4	0	-22	-0.7	6
CCN1/C(=C2/SC(=S)N(NC(C)=O)C2=O)Sc2ccc(OC)cc21	·	-18	0	3	-21	2	2.1	-20
Cc1c(NC(=O)C2CCCCN2S(=O)(=O)c2ccc(Cl)cc2)c(=O)n(-c2ccccc2)n1C (stereo unspecified)	0	-2	0	0	3	-17	-0.6	-10
O=S(=O)(Nc1nc2ccccc2nc1Cl)c1ccccc1C(F)(F)F	·	·	-1	0	-3	3	0.6	6
COc1cccc(-c2cc(C(F)(F)F)n3ncc(S(=O)(=O)c4ccccc4)c3n2)c1	1	24	5	·	0	·	·	-15
N#Cc1ccc(NC(=S)NC(=O)C2CCCCC2)cc1	-5	24	21	-8	2	-10	-1.3	-24
CC(=O)Nc1ccc(NC(=O)CSc2nnc(-c3ccco3)n2Cc2ccco2)cc1	5	-3	-1	-6	4	19	·	10
Cc1cccn2c(=O)c3cc(C#N)c(=N)n(CCN4CCOCC4)c3nc12	3	0	9	·	-5	·	·	104*
CN1CCN(S(=O)(=O)c2ccc(Oc3ccc(F)c(Cl)c3)nc2)CC1	-7	-8	·	9	·	0	3.6	·
C[C@@H]1CN([C@H](C)CO)C(=O)c2cc(NC(=O)Nc3ccccc3)ccc2O[C@H]1CN(C)C(=O)Nc1ccc(C(F)(F)F)cc1	-5	4[16.7 µM]	2	·	1	-8	-1.6	-12
Cc1cccc(NC(=O)Cn2c(=O)oc3ccccc32)c1	-9	-5	2	-9	-3	·	·	·
O=C(CN(C(=O)CCC(=O)Nc1nccs1)c1ccccc1F)NCc1ccccc1	-11	3	2	0	1	4	0.9	-7
COc1cccc(N2CCN(C(=O)C3CCCN(S(=O)(=O)c4ccc5c(c4)oc(=O)n5C)C3)CC2)c1 (stereo unspecified)	-2	-6	-2	2	-1	-40	-2.1	-21
(continued)
SMILES	PGC1a acetyl inh	miR122 inh	Cneo AK release	FN deposit inh	PglD DTNB	INS-1E GSIS act	CFTR F508del cor	C2C12 statin
Cc1cc(C)c(C)c(OCC(O)CN2CCN(c3ccccn3)CC2)c1 (stereo unspecified)	·	4	9	-2	-3	5	0.9	9
C[C@@H]1CCCCO[C@@H](CN(C)C(=O)NC2CCCCC2)[C@H](C)CN([C@H](C)CO)C(=O)c2cc(NC(=O)CCC(F)(F)F)ccc2O1	·	-15[16.7 µM]	-2	·	0	-26	3.9	-3
CCCNC(=O)Nc1ccc2c(c1)OC[C@H](C)N(CCC(F)(F)F)C[C@H](C)[C@@H](OC)CN(C)C2=O	-1	·	·	-6	·	-8	0.8	·
COc1ccc(CN(C)CCc2ccccn2)c(OC)c1OC	-5	-8	-2	17	-3	·	·	3
Cc1ccc(NC(=O)c2ncn(CCCNCC3CCCO3)n2)cc1C (stereo unspecified)	6	3	5	-6	-2	-8	-0.7	1
CC(=O)Oc1ccc2c(=O)oc(-c3ccccc3)nc2c1	-3	-7	5	1	0	-6	2.6	-7
CCC(C)Nc1nc(N)c([N+](=O)[O-])c(N2CCCCCC2)n1 (stereo unspecified)	-10	·	3	5	-18	-2	-0.4	9
COc1ccc(S(=O)(=O)N2CCc3ccccc32)cc1C(=O)N(CC(C)C)C1CCS(=O)(=O)C1 (stereo unspecified)	0	5	1	-2	10	-5	2.2	-4
COc1ccc(OC)c(S(=O)(=O)NCC(c2ccc(F)cc2)N2CCN(C)CC2)c1 (stereo unspecified)	-1	1	·	-1	·	-5	-0.5	-6
CC(C)Cc1nc(C(N)=O)c2[nH]c(=O)n(-c3ccc(F)cc3)c2n1	8	-4	0	-4	3	·	-0.3	-9
COc1ccccc1-c1ccc(=O)n(CC(=O)NC(C)(C)C)n1	-8	-3	·	·	·	-3	-2.0	2
CCN(CC)C(=O)Cn1cnc2sc(C(=O)Nc3cc(OC)c(OC)c(OC)c3)c(C)c2c1=O	1	-4	3	6	2	2&-3	·	-4
COC(=O)COc1ccc(C2NC(=O)NC(c3ccccc3)=C2C(C)=O)cc1OC (stereo unspecified)	9	-6	1	·	-2	·	·	·
O=C(NC(=S)Nn1cnc2c(cnn2-c2ccccc2)c1=O)c1ccc(Oc2ccccc2)cc1	·	6	0	0	9	-3	·	·
Cc1ccc(-c2nnn(CCC(=O)Nc3ccc4c(c3)OCO4)n2)cc1	18	·	1	-8	2	9	·	8
COc1ccc(N(CC(=O)Nc2cccnc2)S(=O)(=O)c2ccccc2)cc1OC	·	·	6	-2	4	-1	-1.0	5
CC(=O)N(C)C[C@@H]1Oc2ncc(-c3ccc(F)cc3)cc2C(=O)N([C@H](C)CO)C[C@H]1C	6	-4[16.7 µM]	-3	-2	1	35	1.9	-12
CCn1nc(C(=O)Nc2nc(-c3ccccn3)cs2)c2ccccc2c1=O	4	-3	4	9	3	29	5.4	-20
CNC(C)C(=O)NC(C(=O)N1CCCC1C(=O)NC1CCCc2ccccc21)C(C)C (stereo unspecified)	-10	2	0	-4	-2	15	0.9	·
CCN(C(=O)c1ccc2c(=O)n3c(nc2c1)CCCCC3)c1cc(OC)ccc1OC	-4	0	1	-10	1	10	-0.2	1
Cn1nnnc1Sc1ncnc2scc(-c3ccsc3)c12	·	·	-3	15	3	21	-7.2	18
CCCNC(=O)Nc1ccc2c(c1)C(=O)N(C)C[C@H](OC)[C@@H](C)CN(C(=O)C1CCOCC1)[C@@H](C)CO2	7	·	2	8	7	5	-3.8	9
O=C(COc1ccc(F)cc1)N/N=C/c1cccc2cccnc12	1	1	-2	·	-4	7	0.7	·
CCc1nnc(NC(=O)c2cc3ccccc3oc2=O)s1	-18	-4	0	-7	0	·	·	·
Cc1nn(-c2cccc(C(=O)O)c2)c(C)c1[N+](=O)[O-]	3	·	·	-4	·	-8	-1.2	·

An excerpt from above with just miR122 inh, CFTR F508del cor and C2C12 statin.
Structure,miR122 inh,CFTR F508del cor,C2C12 statin
COc1cccc(N2CCN(C(=O)C3CCCN(S(=O)(=O)c4ccc5c(c4)oc(=O)n5C)C3)CC2)c1 (stereo unspecified),-6,-2.1,-21
Cc1cc(C)c(C)c(OCC(O)CN2CCN(c3ccccn3)CC2)c1 (stereo unspecified),4,0.9,9
C[C@@H]1CCCCO[C@@H](CN(C)C(=O)NC2CCCCC2)[C@H](C)CN([C@H](C)CO)C(=O)c2cc(NC(=O)CCC(F)(F)F)ccc2O1,-15[16.7 µM],3.9,-3
CCCNC(=O)Nc1ccc2c(c1)OC[C@H](C)N(CCC(F)(F)F)C[C@H](C)[C@@H](OC)CN(C)C2=O,·,0.8,·
COc1ccc(CN(C)CCc2ccccn2)c(OC)c1OC,-8,·,3

(further entries)
SMILES	PGC1a acetyl inh	miR122 inh	Cneo AK release	FN deposit inh	PglD DTNB	INS-1E GSIS act	CFTR F508del cor	C2C12 statin
CO[C@@H]1CN(C)C(=O)c2cc(NC(=O)CC(F)(F)F)ccc2OC[C@@H](C)N(S(=O)(=O)c2cn(C)cn2)C[C@H]1C	4	·	-1	-7	-4	5	1.8	-20
C[C@@H]1CN([C@H](C)CO)C(=O)c2cc(/C=C/c3ccccc3)cnc2O[C@@H]1CN(C)C(=O)c1ccc2c(c1)OCO2	-8	0[16.7 µM]	5	·	0	-30	1.4	5
COc1ccc(NC(=O)Nc2cccc3c2O[C@H](CN(C)S(=O)(=O)c2ccc(F)cc2)[C@@H](C)CN([C@@H](C)CO)C3=O)cc1	0	-9[16.7 µM]	45	·	-1	1	1.2	-13
COCC(=O)N(C)C[C@H]1Oc2ncc(C#C[C@@H](C)O)cc2C(=O)N([C@@H](C)CO)C[C@H]1C	-1	3[16.7 µM]	6	7	-1	12	1.8	10
CCNC(=S)N1CCN(S(=O)(=O)c2ccc(Cl)s2)CC1	-15	-3	2	-1	-4	·	0.6	-6
CS(=O)(=O)N1CCC(C(=O)Nc2ccc(Cl)c(Cl)c2)CC1	-7	2	·	6	·	0	0.9	·
CC1CC(C)CN(CC(C)(C)NS(=O)(=O)c2ccc(Cl)cc2)C1 (stereo unspecified)	-20	0	-1	0	6	·	·	11
Cc1cccc(OCC(O)Cn2c(-n3nc(C)cc3C)nc3c2c(=O)[nH]c(=O)n3C)c1 (stereo unspecified)	24	3	-3	·	2	·	·	-8
CC(=O)Nc1ccc(S(=O)(=O)N[C@@H](C)C(=O)OCc2cc([N+](=O)[O-])cc3c2OCOC3)cc1	12	6	4	-2	8	10	2.7	-3
COc1ccccc1-c1ccc2c(c1)O[C@@H](CN(C)C(=O)c1ccccc1)[C@@H](C)CN([C@H](C)CO)S2(=O)=O	-9	6[16.7 µM]	-4	·	0	-15	·	-7
CCOC(=O)C1CCN(C(=O)c2cccnc2Oc2ccccc2)CC1	·	20	0	-5	0	33	1.5	-2
CCOC(=O)C1(Cc2ccccc2C)CCCN(C(=O)c2cc(C3CC3)[nH]n2)C1 (stereo unspecified)	-1	8	2	15	8	-12	-0.5	5
CSCc1cc(N2CCOCC2)nc(SCc2ccc(Cl)cc2Cl)n1	2	-5	2	8	-4	-18	·	7
Cc1[nH]ccc(=O)c1OCc1c(Cl)cccc1Cl	-9	6	-1	2	0	-2	·	1
CCN(C(=O)Cc1c(C(=O)O)n(CC)c2ccccc12)c1ccccc1C	·	·	·	5	·	2	3.5	-4
COc1cc(NS(=O)(=O)c2ccc(N=Cc3c(C)[nH]n(-c4ccccc4)c3=O)cc2)nc(OC)n1	7	-8	-1	1	4	·	·	-2
O=C(CN1C(=O)c2ccccc2C1=O)NCc1ccccn1	-11	-5	2	9	0	·	·	-8

Screens from PubChem BioAssay.
